Source: PubChem
S1P3 antagonist – antagonists of human S1P3 receptor; Q99500; CHO S1P3 NFAT-BLA reporter, FRET fluorescence, antagonist mode; inhibition, % at 4.98 µM; 0.27% of 170,000 active; AID 485;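 active means inhibition above the plate cutoff, the mean inhibition of test wells on that plate plus 3 SD, cut at about 28% in these data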;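 further: cells challenged with S1P at its EC80 of 0.8 µM; blue over green emission ratio from cleaved BLA substrate after 4 h stimulation; 0% = S1P-stimulated wells and 100% = unstimulated DMSO-only wells; some compounds past the cut are filed as inactive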
PPARg SRC2 recr – PPARgamma-driven SRC-2 recruitment agonism; activation, % at 8 µM; 0.34% of 200,000 active; PPARgamma LBD-SRC-2 recruitment, biochemical; P37231; in the data active means activation above about 22%;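 further: 0% = vehicle and 100% = reference agonist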
STAT3 act – activators of IL-6 induced STAT3 signaling | U3A cells, IL-6 STAT3-luciferase reporter, luminescence; 100% = signal with IL-6 EC80 alone | activation (% of control), % at 5.6 µM | 0.91% of 190,000 active | AID 871;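 active means activation above the screen-wide mean of compound activation plus 3 SD, cut at about 130% in these data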;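 further: 0% = background luminescence of wells with medium and substrate only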
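Material: human U3A cells carrying STAT3-luciferase construct. Measured by: reporter luminescence signal. Timing: compound 1 h, then IL-6 6 h at 37 °C.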
TLR4 MyD88 comp – blocks binding of human TLR4 to MyD88; HeLa CL3-4 TLR4/MyD88 BLA complementation, FRET ratio; inhibition, % at 8.4 µM; 0.18% of 200,000 active; in the data active means inhibition above about 25%;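 further: 0% = vehicle and 100% = reference inhibitor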
Target sequence (O00206 whole entry, looked up): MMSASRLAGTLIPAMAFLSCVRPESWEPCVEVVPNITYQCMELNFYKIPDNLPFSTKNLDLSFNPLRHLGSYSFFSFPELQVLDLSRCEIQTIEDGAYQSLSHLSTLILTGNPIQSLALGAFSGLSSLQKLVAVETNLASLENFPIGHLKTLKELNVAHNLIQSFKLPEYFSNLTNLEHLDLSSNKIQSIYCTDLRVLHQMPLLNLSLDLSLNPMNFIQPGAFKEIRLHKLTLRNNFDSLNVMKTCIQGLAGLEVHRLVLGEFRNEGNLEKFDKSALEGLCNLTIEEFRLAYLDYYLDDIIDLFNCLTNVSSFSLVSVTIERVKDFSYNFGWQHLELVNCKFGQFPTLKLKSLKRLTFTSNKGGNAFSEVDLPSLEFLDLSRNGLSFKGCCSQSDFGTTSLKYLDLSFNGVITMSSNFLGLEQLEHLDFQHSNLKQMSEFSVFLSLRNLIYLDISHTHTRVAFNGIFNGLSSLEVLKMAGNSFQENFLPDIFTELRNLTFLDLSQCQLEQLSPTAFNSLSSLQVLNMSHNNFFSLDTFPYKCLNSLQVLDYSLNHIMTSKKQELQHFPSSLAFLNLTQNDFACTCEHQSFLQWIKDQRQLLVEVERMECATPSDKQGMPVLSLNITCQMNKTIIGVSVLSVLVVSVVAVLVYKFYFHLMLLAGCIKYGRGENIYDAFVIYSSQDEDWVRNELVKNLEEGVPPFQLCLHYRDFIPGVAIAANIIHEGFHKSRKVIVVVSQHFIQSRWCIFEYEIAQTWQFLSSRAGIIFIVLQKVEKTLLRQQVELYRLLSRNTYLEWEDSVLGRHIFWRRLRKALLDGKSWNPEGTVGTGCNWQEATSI
Target sequence (Q99836 whole entry, looked up): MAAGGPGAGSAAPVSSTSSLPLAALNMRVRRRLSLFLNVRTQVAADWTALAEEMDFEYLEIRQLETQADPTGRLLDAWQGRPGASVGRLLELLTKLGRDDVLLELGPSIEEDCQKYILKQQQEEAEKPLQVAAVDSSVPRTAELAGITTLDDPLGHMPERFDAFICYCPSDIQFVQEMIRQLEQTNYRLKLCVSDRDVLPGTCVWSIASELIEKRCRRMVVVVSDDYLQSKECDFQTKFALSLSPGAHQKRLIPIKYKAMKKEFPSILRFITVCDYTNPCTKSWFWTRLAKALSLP
PPARg SRC3 recr – promotes SRC-3 coactivator recruitment by human PPARgamma; P37231; biochemical PPARgamma/SRC-3 coactivator recruitment assay; activation, % at 8 µM; 0.26% of 200,000 active; in the data active means activation above about 23%;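 further: 0% = DMSO and 100% = reference agonist; some compounds past the cut are filed as inactive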
PPARg SRC1 recr – agonists of human PPARgamma SRC-1 coactivator recruitment. 0.41% of 200,000 active. P37231. activation, % at 8 µM. PPARgamma-SRC-1 coactivator recruitment biochemical assay; in the data active means activation above about 19%;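 further: 0% = DMSO and 100% = reference agonist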
STAT1 inh – reduces IFN-gamma driven STAT1 reporter signal; NIH 3T3 STAT1-luciferase reporter, luminescence; inhibition, % at 5.5 µM; 0.35% of 200,000 active; AID 920;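 active means inhibition above a set limit, the mean inhibition across all tested compounds plus 3 SD, cut at about 34% in these data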;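 further: 0% = IFN-gamma with DMSO and 100% = IFN-gamma with 300 µM nifuroxazide; values of inactives mirror those of a sister screen read the other way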
STAT3 blocker – STAT3 signaling inhibition; inhibition, % at 5.5 µM; AID 862; 0.89% of 190,000 active; U3A cells, IL-6 STAT3-luciferase reporter, luminescence; host cell line lacks STAT1;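 active means inhibition above the mean inhibition across all screened compounds plus 3 SD, cut at about 44% in these data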;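 further: 0% = DMSO only wells and 100% = 100 µM nifuroxazide control wells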
RAM inhibit – inhibitors of the yeast RAM network | S. cerevisiae dse1pr::URA3 reporter, 5-FOA growth OD615, 2 d; analog-sensitive cbk1-as2 kinase mutant strain | inhibition, % at 50 µM | 1.8% of 190,000 active | AID 868;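 active means inhibition above a set limit, 3 SD over mean compound inhibition, cut at about 8.4% in these data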;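 further: 0% = DMSO-only wells with no growth and 100% = 10 µM 1-NA-PP1 full growth; inhibition rescues growth on 5-FOA so higher OD means more RAM inhibition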
ROMK primary – human ROMK K+ channel modulation, primary screen; P48048; Tet-inducible ROMK, thallium flux fluorescence; actives lie on both sides; B-score at 10 µM; 2% of 130,000 active;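 active means signal ratio slope over the read window, or its plate-corrected B-score, at least 3 SD from the plate mean, either direction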;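 further: B-score of the F/F0 ratio slope over 7 to 12 s after thallium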
SRC2 TRFRET art – flags TR-FRET format artefacts in PPARgamma SRC-2 recruitment agonist screen. TR-FRET artefact counter-screen; hits give high values. TR-FRET ratio at 8 µM. 0.4% of 200,000 active. AID 1049; in the data active means TR-FRET ratio above about 2000; further: inactives centre near 1500; reference of the scale not given here
* marks the source's active call; other numbers are inactive results; x = not tested or not shown.

cpd	SMILES	S1P3 antagonist	PPARg SRC2 recr	STAT3 act	TLR4 MyD88 comp	PPARg SRC3 recr	PPARg SRC1 recr
1	COc1ccc2cc(CN(CC3CCCO3)S(=O)(=O)c3ccc(C(C)=O)cc3)c(=O)[nH]c2c1 (stereo unspecified)	x	3	99	7	1	1
2	O=C(CSc1nc2c(c(=O)n1-c1ccc(Br)cc1)SCC2)NCC1CCCO1 (stereo unspecified)	x	4	96	-5	7	-8
3	O=C1C(Cc2ccc(O)cc2)NC(=S)N1c1ccccc1 (stereo unspecified)	x	-2	107	0	3	7
4	COc1ccc(CC(=O)N2CCCC(C)C2)cc1 (stereo unspecified)	x	-1	100	3	-9	-8
5	O=C(CSc1ccc(Cl)cc1)N1CCN(c2ccc(Cl)cc2[N+](=O)[O-])CC1	x	3	100	-4	-4	-4
6	CN(C)c1nc(OCCNC(=O)COc2ccccc2Cl)nc(N(C)C)n1	x	8	96	0	7	7
7	O=C(c1cnc(N2CCN(c3ncccn3)CC2)c2ccccc12)N1CCN(c2ncccn2)CC1	1	2	107	0	11	4
8	Cc1ccc(C)n1-c1ccc(C(=O)/C=C/N(C)C)cc1	13	1	101	11	3	-3
9	Cc1cc(C)cc(C(=O)NCC(=O)OCC(=O)Nc2cccnc2Cl)c1	6	4	103	-8	1	12
10	COCCNC(=O)C(=O)c1cc(C)n(-c2ccc([N+](=O)[O-])cc2)c1C	x	-1	103	4	-5	0
11	C=CCn1c(-c2ccc([N+](=O)[O-])cc2)n[nH]c1=S	-4	1	100	-7	-1	4
12	O=C(NC1=NCCS1)C1CCCCC1	-7	5	94	-2	1	3
13	Cc1cc(NS(=O)(=O)c2ccc(-c3ccccc3)cc2)no1	x	12	94	-3	-1	5
14	COC(=O)c1sccc1NC(=O)c1cccnc1	18	-3	128	0	-13	0
15	O=C(c1ccc(C(F)(F)F)cc1)N1CCC(=O)N(C(COCc2ccc(C(F)(F)F)cc2)Cc2ccccc2)CC1 (stereo unspecified)	-13	11	98	-1	2	11

cpd	STAT1 inh	STAT3 blocker	RAM inhibit	ROMK primary	SRC2 TRFRET art
1	-4	-1	2.0	-0.19	1518
2	8	8	3.4	x	1714
3	0	2	-0.8	x	1494
4	-3	1	0.9	x	1486
5	0	5	13*	x	1414
6	3	8	-1.4	x	1535
7	-1	-6	3.0	-0.56	1662
8	-3	6	2.4	-0.4	1606
9	-2	4	2.0	2.2	1420
10	-1	-1	2.0	x	1485
11	3	-3	1.2	0.33	1354
12	-10	10	-0.4	0.28	1693
13	2	6	2.9	0.23	1521
14	-2	-30	2.1	x	1457
15	7	0	5.8	-4.1*	1426

Brought forward from above: two entries; new compounds follow.
cpd	SMILES	S1P3 antagonist	PPARg SRC2 recr	STAT3 act	TLR4 MyD88 comp	PPARg SRC3 recr	PPARg SRC1 recr
14	COC(=O)c1sccc1NC(=O)c1cccnc1	18	-3	128	0	-13	0
15	O=C(c1ccc(C(F)(F)F)cc1)N1CCC(=O)N(C(COCc2ccc(C(F)(F)F)cc2)Cc2ccccc2)CC1 (stereo unspecified)	-13	11	98	-1	2	11
16	CCOC(=O)c1cc2sccc2n1CC(=O)Nc1ccc(OC)cc1OC	-9	7	115	3	10	6
17	CN1CCN(c2nc(-c3cccs3)nc3ccccc23)CC1	-7	4	102	-2	2	-8
18	O=C(CN1CCN(c2cccc(Cl)c2)CC1)Nc1nccs1	11	4	96	-16	5	3
19	O=C(OCC(=O)N1CCc2ccccc2C1)c1cccc([N+](=O)[O-])c1	-2	8	85	-21	4	4
20	C/C(=N\NC(=O)Cc1cccn1C)c1cccs1	5	-8	99	-4	0	-5
21	N#Cc1c(N)oc(-c2cccs2)c1-c1cccs1	-9	-6	108	-3	-14	6
22	COc1ccc([N+](=O)[O-])cc1N(CC(O)CN(C)C)S(=O)(=O)c1ccc(C)cc1 (stereo unspecified)	-4	0	108	-6	1	-7
23	CCC(C)c1ccccc1NC(=O)COC(=O)c1ccc(C)c(NC(=O)c2ccco2)c1 (stereo unspecified)	x	7	102	-13	-2	5
24	CCc1nnc(NC(=O)CSc2nnc(CSc3nc(C)cc(C)n3)n2C)s1	-7	12	102	7	-1	11
25	COc1cccc(C2CC(c3ccc(Cl)cc3)n3nc(N)nc3N2)c1 (stereo unspecified)	-41	-4	99	-5	2	2
26	CCc1nnc(NC(=O)CSc2nccn2-c2cccc(C)c2C)s1	0	6	71	-11	1	2
27	CC1(C)CC(=O)C(C(N)=NC(=O)c2ccc([N+](=O)[O-])cc2)=C(O)C1	3	3	96	-7	4	8
28	O=C(CSc1nccc(=O)[nH]1)c1ccccc1Br	x	3	105	2	-1	-4
29	Cc1ccccc1NC(=O)c1cccc2nc3ccccc3nc12	x	2	95	-16	13	13
30	COc1ccc(COc2cc(-c3cccc(OC)c3)nc3ccc(NC(=O)C(C)C)cc23)cc1	5	3	97	-11	-1	-2

cpd	STAT1 inh	STAT3 blocker	RAM inhibit	ROMK primary	SRC2 TRFRET art
14	-2	-30	2.1	x	1457
15	7	0	5.8	-4.1*	1426
16	-1	-15	6.8	-0.39	1468
17	6	-4	0.5	-1.6	1341
18	5	5	0.3	-0.96	1373
19	2	22	0.1	x	1640
20	-4	0	-0.6	-0.17	1336
21	4	-5	0.5	x	1480
22	-8	-5	1.9	-0.48	1372
23	-2	-2	4.0	-0.7	1639
24	0	2	0.6	0.43	1613
25	8	6	-1.1	x	1465
26	13	42	0.2	x	1416
27	-7	7	3.8	x	1726
28	-5	-1	2.8	0.27	1607
29	8	16	7.7	x	1596
30	3	1	-0.4	0.41	1345

Structures above that bear a hit mark in ROMK primary:
entry	canonical_smiles	S1P3 antagonist	PPARg SRC2 recr	STAT3 act	TLR4 MyD88 comp	PPARg SRC3 recr	PPARg SRC1 recr	STAT1 inh	RAM inhibit	ROMK primary
15	O=C(c1ccc(C(F)(F)F)cc1)N1CCC(=O)N(C(COCc2ccc(C(F)(F)F)cc2)Cc2ccccc2)CC1 (stereo unspecified)	-13	11	98	-1	2	11	7	5.8	-4.1*

Carrying on.
cpd	SMILES	S1P3 antagonist	PPARg SRC2 recr	STAT3 act	TLR4 MyD88 comp	PPARg SRC3 recr	PPARg SRC1 recr
31	CN(C)CCCN(C(=O)COc1ccccc1)c1nc2c(Cl)cccc2s1	-12	15	108	3	0	-1
32	Cc1cccc(C(=O)O/N=C2\CCSc3ccc(C)cc32)c1	x	-4	95	-5	-4	-5
33	Cc1sc(-c2ccncc2)nc1OC(=O)c1cc(Cl)cc(Cl)c1	x	14	99	-4	4	3
34	CN(C)c1nn(C(=O)Nc2cccc(C(F)(F)F)c2)cc1-c1ccccc1	x	11	90	7	2	3
35	O=C(Nc1ccc2oc(-c3cccc4ccccc34)nc2c1)c1ncn[nH]1	x	11	100	-6	2	10
36	COc1cc(-c2nc(-c3ccc(Br)o3)no2)cc(OC)c1OC	7	13	105	4	-6	10
37	COc1ccc(N2C(=O)c3ccccc3NC23CCCC3)cc1	-1	3	104	12	4	4
38	COc1ccc(C(=O)NC(NC(=S)Nc2ccc(S(N)(=O)=O)cc2)C(Cl)(Cl)Cl)cc1 (stereo unspecified)	x	-3	93	2	5	-1
39	O=C(Nc1ccc(Br)cc1F)C1CCCO1 (stereo unspecified)	x	8	94	0	2	-1
40	C/C(=N\Nc1cccc2cccnc12)c1ccccn1	-8	-5	48	-8	1	5
41	CCN1CCN(c2cc(C(C)(C)C)nc3c(-c4ccccc4)c(C)nn23)CC1	x	2	105	-6	7	8
42	O=C(Cc1ccccc1)NCCc1cn2ccsc2n1	-10	7	103	12	5	0
43	NS(=O)(=O)c1ccc2nc(NC(=O)c3ccncc3)sc2c1	-4	2	91	-29	5	-2
44	Cc1c(C)c2ccc(OS(C)(=O)=O)c(C)c2oc1=O	2	1	98	-6	4	5
45	CCC(=O)Nc1cc(C)c(NC(=O)c2ccco2)cn1	x	4	94	0	8	3

cpd	STAT1 inh	STAT3 blocker	RAM inhibit	ROMK primary	SRC2 TRFRET art
31	6	-6	-0.4	-0.44	1562
32	2	14	-0.7	x	1588
33	-6	6	2.2	-0.094	1647
34	0	18	0.6	x	1681
35	-27	0	1.9	-0.67	1513
36	-9	-1	-0.1	x	1695
37	-20	2	0.2	0.3	1549
38	-2	16	1.5	0.28	1466
39	0	9	1.8	0.099	1652
40	41*	68*	-0.5	-0.76	1551
41	3	-4	0.2	x	1596
42	0	6	0.3	x	1656
43	-4	15	1.7	1.5	1699
44	-4	6	1.9	0.041	1745
45	-1	14	0.0	0.068	1615

4 entries from above, sorted by the value under S1P3 antagonist, smallest number first:
No. | SMILES | S1P3 antagonist
31 | CN(C)CCCN(C(=O)COc1ccccc1)c1nc2c(Cl)cccc2s1 | -12
42 | O=C(Cc1ccccc1)NCCc1cn2ccsc2n1 | -10
40 | C/C(=N\Nc1cccc2cccnc12)c1ccccn1 | -8
36 | COc1cc(-c2nc(-c3ccc(Br)o3)no2)cc(OC)c1OC | 7
